High-throughput results from PubChem.
MITF primary = MITF inhibitors, primary screen, biochemical, AlphaScreen, human | inhibition, % at 2.6 µM | Microphthalmia-associated transcription factor (Homo sapiens), O75030 | 650,000 tested, 0.91% active | AlphaScreen MITF homodimerization, bead proximity signal; in the data active means inhibition above about 50%;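 further: 0% = vehicle wells with protein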
Target sequence (O75030 whole entry, looked up): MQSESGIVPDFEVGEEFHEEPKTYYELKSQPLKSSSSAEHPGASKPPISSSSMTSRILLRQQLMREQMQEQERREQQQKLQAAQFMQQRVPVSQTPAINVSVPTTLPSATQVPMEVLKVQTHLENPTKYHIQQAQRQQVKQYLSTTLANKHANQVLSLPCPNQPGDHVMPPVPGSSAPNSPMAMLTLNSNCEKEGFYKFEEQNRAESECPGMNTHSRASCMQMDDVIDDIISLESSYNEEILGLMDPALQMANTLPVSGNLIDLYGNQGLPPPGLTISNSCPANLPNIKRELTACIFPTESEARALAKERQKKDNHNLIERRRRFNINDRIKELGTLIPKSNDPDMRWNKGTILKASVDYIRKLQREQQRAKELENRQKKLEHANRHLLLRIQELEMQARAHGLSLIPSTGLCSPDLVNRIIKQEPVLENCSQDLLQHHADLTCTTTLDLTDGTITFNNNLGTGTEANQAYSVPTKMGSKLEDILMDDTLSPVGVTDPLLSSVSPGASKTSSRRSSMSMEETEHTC
FBW7 act = FBW7 E3 ligase activators, primary screen, biochemical, AlphaScreen, human; 650,000 tested, 0.13% active; normalized activity (activation), % at 26.1 µM; AlphaScreen FBW7–phospho-cyclin E peptide binding, activator screen; AID 1259310, 2017; F-box/WD repeat-containing protein 7 (Homo sapiens), Q969H0; in the data active means normalized activity above about 1.9%;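 further: purified mutant Fbw7 with reduced substrate affinity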
TEAD-YAP inh = TEAD-YAP interaction inhibition, primary screen, TEAD-YAP interaction inhibitor project, luminescence, HEK-TIYL cells. 640,000 tested, 1.4% active. inhibition, % at 9.12 µM. TEAD-Gal4/YAP UAS-luciferase luminescence; in the data active means inhibition above about 32%;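 further: 0% = median of test compound wells and 100% = reference inhibitor wells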
GPR151 activ = activators of human GPR151, primary screen, cell-based, PathHunter beta-arrestin, luminescence; G-protein coupled receptor 151 (Homo sapiens), Q8TDV0; PathHunter beta-arrestin GPR151 cells; activation, % at 11.2 µM; 650,000 tested, 1% active; in the data active means activation above about 4.9%;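 further: 0% = median of compound wells and 100% = cells with positive control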
Target sequence (Q8TDV0 whole entry, looked up): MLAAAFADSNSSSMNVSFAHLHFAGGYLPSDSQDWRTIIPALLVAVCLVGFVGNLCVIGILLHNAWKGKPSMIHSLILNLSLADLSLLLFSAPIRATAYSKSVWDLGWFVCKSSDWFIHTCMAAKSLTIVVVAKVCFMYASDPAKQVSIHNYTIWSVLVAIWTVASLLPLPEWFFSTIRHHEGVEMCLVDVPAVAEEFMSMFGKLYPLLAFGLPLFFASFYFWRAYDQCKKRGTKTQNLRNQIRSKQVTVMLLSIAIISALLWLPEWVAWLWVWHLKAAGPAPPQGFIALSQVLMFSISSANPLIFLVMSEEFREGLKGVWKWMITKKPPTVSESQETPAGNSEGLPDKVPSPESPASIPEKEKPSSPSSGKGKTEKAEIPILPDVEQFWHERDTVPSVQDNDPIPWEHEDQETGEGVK
Numbers without * were called inactive; & = joins results of further samples.

# | mol | FBW7 act | MITF primary | TEAD-YAP inh | GPR151 activ
1 | Cc1ccc(CSc2nc3ccccc3c(=O)n2CC2CCC(C(=O)NCCc3ccccc3)CC2)cc1 (stereo unspecified) | 0.0 | 9 | 5 | -0.2
2 | CCOC(=O)C(CC)n1cnc2c(nnn2-c2ccc(F)cc2)c1=O (stereo unspecified) | 0.0 | -15 | -8 | 3.3
3 | O=C(NCc1cccnc1)c1nn2c(C(F)(F)F)cc(-c3ccccc3)nc2c1Br | -0.3 | -6 | -3 | 0.5
4 | OC(COc1ccccc1)COc1ccccc1 | 0.1 | 8 | -3 | -0.6
5 | COc1ccc(C2/C(=N\O)C(c3ccccc3)=Nc3ncnn32)cc1 (stereo unspecified) | 0.0 | -12 | -29 | 0.2
6 | COc1ccc(C2=N/C(=C/c3cc(OC)c(OC)cc3OC)C(=O)O2)cc1Br | -0.1 | -8 | -9 | 0.8
7 | CC(=O)Nc1oc2ccc([N+](=O)[O-])cc2c1Cl | -0.2 | -4 | -1 | 0.4
8 | CCOc1ccc2nc(SCC(=O)NC(C)CC)c(C#N)cc2c1 (stereo unspecified) | -0.1 | -1 | 6 | -0.5
9 | CCCC(=O)Nc1scc2c(C(=O)OCC)nn(-c3ccccc3)c(=O)c12 | 0.6 | 2 | 21 | -1.0
10 | COc1ccccc1C(NC(=O)C1CCN(C(=O)c2ccccc2)CC1)c1ccccn1 (stereo unspecified) | 0.1 | 8 | 1 | 1.3
11 | Cc1cc(C)c(S(=O)(=O)NC(C)C2C3CC4CC(C3)CC2C4)c(C)c1 (stereo unspecified) | -0.2 | 10 | 4 | 0.5
12 | CCOc1ccc(N(CC(=O)N2CCN(c3ccccc3OC)CC2)S(=O)(=O)c2ccc(Cl)cc2)cc1 | 0.1 | 8 | 7 | 0.1
13 | Cc1ccccc1NC(=O)CSC1=C(C#N)C(c2ccccc2C(F)(F)F)C2=C(CCCC2=O)N1 (stereo unspecified) | 0.0 | 1 | 10 | 0.4
14 | Nc1ccc2nc(SCc3ccc(Br)cc3)sc2c1 | -0.1 | 8 | -18 | -0.6
15 | COc1ccc(S(N)(=O)=O)cc1C(=O)NCc1cccs1 | -0.1 | 8 | 1 | -0.2
16 | COc1cccc(/C=N/NC(=O)C(=O)N2CCCCC2)c1O | -1.1 | 36 | 0 | -0.7
17 | O=Cc1ccc(OCCCCOc2ccc(C=O)cc2)cc1 | 0.3 | 11 | 16 | -0.1
18 | COc1cccc(-c2ccc(SCc3cccnc3)nn2)c1 | 0.0 | -5 | -36 | -0.9
19 | CCOC(=O)N1CCN(Cc2oc(CO)cc(=O)c2O)CC1 | -0.3 | 14 | 4 | 1.7
20 | Cn1c(=O)c2c(ncn2CC(=O)NNC(=S)Nc2ccccc2)n(C)c1=O | -0.4 | 6 | 7 | 0.2
21 | O=S(=O)(c1ccc(Cl)c(F)c1)N1CCC(n2nnc3ccccc32)CC1 | -0.1 | 22 | 3 | 0.2
22 | COC(=O)c1ccc(C2CC(=O)Nc3c2cc(Br)c2ccccc32)cc1 (stereo unspecified) | 0.0 | 2 | 16 | 1.2
23 | CCOc1ccc(S(=O)(=O)N(CC(=O)Nc2cccc(OC)c2)c2ccc(C)cc2)cc1 | 0.1 | 14 | 7 | 2.2
24 | CCOC(=O)Nc1ccc2c(c1)N(C(=O)CN(C)C)c1ccccc1S2 | 0.1 | 21 | -4 | 0.2
25 | Cc1cc2cc(CN(CCO)S(=O)(=O)c3ccc4c(c3)OCCO4)c(=O)[nH]c2cc1C | 0.1 | 12 | -34 | -0.5
26 | N#Cc1nc(-c2ccc(COc3ccccc3)o2)oc1N1CCCCCC1 | 0.3 | 18 | 9 | -0.3
27 | CCN(CC)S(=O)(=O)c1cccc(NC(=O)CCNC(C)=O)c1 | -0.1 | 9 | -1 | -1.0
28 | Cc1cccc(NC(=O)CSc2nnc(C)n2N)c1C | -0.2 | -3 | 5 | 1.0
29 | COC(=O)C(C(=O)OC)c1ccc(C#N)c(C#N)c1 | 0.4 | 13 | 10 | 1.8
30 | Cc1ccc(NC(=O)C2C3C=CC4(O3)C2C(=O)N(Cc2cccnc2)C4C(=O)NC2CCCC(C)C2C)cc1Cl (stereo unspecified) | -0.1 | 7 | -1 | 0.7

Looked up one by one from the list above (2):
# | mol | FBW7 act | MITF primary | TEAD-YAP inh | GPR151 activ
24 | CCOC(=O)Nc1ccc2c(c1)N(C(=O)CN(C)C)c1ccccc1S2 | 0.1 | 21 | -4 | 0.2
14 | Nc1ccc2nc(SCc3ccc(Br)cc3)sc2c1 | -0.1 | 8 | -18 | -0.6

The listing continues:
# | mol | FBW7 act | MITF primary | TEAD-YAP inh | GPR151 activ
31 | O=C(NC1CC1)c1ccc(-c2nc3ccc(C(=O)NC4CCN(Cc5ccccc5)CC4)cc3s2)cc1 | -0.1 | -5 | 0 | 1.4
32 | N[C@H]1CCC[C@H](C(=O)Nc2ccc3cnccc3c2)C1 | -0.2 | 11 | 2 | -2.1
33 | Cc1cc2oc3c(c(=O)c2cc1C)C(c1cccnc1)N(CCN1CCOCC1)C3=O (stereo unspecified) | 0.1 | -1 | -3 | -1.3
34 | COc1cc(C)nc(Oc2cccc(C(=O)O)c2)n1 | 0.0 | -5 | -5 | -1.1
35 | O=C(O)c1ccc(Oc2ccc(N3C(=O)c4ccccc4C3=O)cc2)cc1C(=O)O | -0.2 | -6 | -3 | 0.1
36 | CCC1=NN2C(=N)/C(=C/c3ccc(OCCOc4ccc(OC)cc4)cc3)C(=O)N=C2S1 | -0.1 | 13 | -4 | 0.1
37 | Cc1ccc(C2C(=O)N(C3CCCCC3)CC(=O)N2Cc2ccccc2Cl)cc1 (stereo unspecified) | 0.5 | 19 | -5 | -2.0
38 | O=C(COC(=O)c1ccc([N+](=O)[O-])cc1)NC12CC3CC(CC(C3)C1)C2 | 0.2 | 9 | 2 | -0.1
39 | Cc1nnc(N/N=C/c2ccc(Cl)c(Cl)c2)[nH]c1=O | -0.2 | 4 | -1 | -1.8
40 | C=CCNC(=O)c1c(C)cc(Cl)nc1OC | 0.1 | 10 | 6 | 0.6
41 | Cc1ccccc1NC(=O)CSc1ccc2nnc(-c3ccc(F)cc3)n2n1 | -0.1 | -16 | 1 | 0.8
42 | Cc1nc2c(-c3ccccc3)c(C)nn2c(C)c1CC(=O)NCc1ccccn1 | 0.2 | 8 | -2 | -0.3
43 | CC(=O)c1cccc(NC(=O)c2cc(F)c(F)cc2Cl)c1 | -0.1 | -9 | 8 | -0.8
44 | COc1cc(C(=O)NCc2ccc(C)cc2)cc(OC)c1OC | 0.0 | -3 | -2 | 0.8
45 | COc1cccc(/C=N/NC(=O)CSCc2ccccc2C)c1O | -0.1 | 17 | 10 | 0.2
46 | CCOc1ccc(NC(=O)CN(Cc2ccccc2)S(=O)(=O)c2ccc(OC)cc2)cc1 | 0.1 | -4 | -1 | -1.1
47 | CCOc1ccc(CNC(=O)C2CCC(=O)N2C2CCCCC2)cc1 (stereo unspecified) | -0.2 | 5 | -1 | 1.3
48 | COc1ccc(C[C@H](C)NC[C@@H](O)c2ccc(O)c(NC=O)c2)cc1 | -0.1&-0.1&0.2 | 0&-7&5 | 12 | 3.9&-1.9&-1.3
49 | CCC(C(=O)N1CCCCC1)n1c(C)c2cnn(-c3ccccc3)c(=O)c2c1C (stereo unspecified) | -0.2 | 13 | 6 | 5.3*
50 | CC(C)OCCCNC(=O)c1cccc(NC2=NC3CS(=O)(=O)CC3S2)c1 (stereo unspecified) | 0.2 | 2 | 3 | -1.5
51 | CCN1C(=O)C(O)(CC(=O)c2cccc(N)c2)c2ccccc21 (stereo unspecified) | -0.1 | 6 | 2 | 0.0
52 | CCC(C)c1ccc(OCCCNCCO)cc1 (stereo unspecified) | 0.1 | 22 | 40* | -1.9
53 | CCOc1cc(C(=O)Nc2c3c(nn2C(C)(C)C)CS(=O)(=O)C3)cc(OCC)c1OCC | 0.3 | -11 | -19 | -0.6
54 | CCc1ccc(CN2CCc3nnc(CCNC(=O)Cc4ccc(F)cc4)n3CC2)o1 | -0.2 | -7 | -8 | 0.0
55 | O=C1C(=O)N(c2ccccn2)C(c2ccc(F)cc2)/C1=C(\O)c1ccc(Br)cc1 (stereo unspecified) | 0.1 | 19 | -6 | -0.8
56 | CC(=O)C1=NN(c2ccccc2)C(c2ccccc2OCc2c(Cl)cccc2Cl)N1C(C)(C)C (stereo unspecified) | -0.1 | 1 | -15 | -1.4
57 | CC1CCCCC1NC(=O)c1ccc(NC2=NC3CS(=O)(=O)CC3S2)cc1 (stereo unspecified) | -0.1 | 5 | 4 | -0.2
58 | O=C1/C(=C\c2cccs2)C(C(F)(F)F)=NN1c1ccccc1[N+](=O)[O-] | 0.1 | 4 | 5 | 0.2
59 | c1ccc(-c2ncc(CSc3nc4ccccc4o3)o2)cc1 | 0.2 | 0 | -5 | -0.5
60 | O=[N+]([O-])c1cccc(S(=O)(=O)Nc2ccc(Oc3ccccc3)cc2)c1 | -0.1 | -1 | 3 | 1.1

In another format: results already given
43. CC(=O)c1cccc(NC(=O)c2cc(F)c(F)cc2Cl)c1
44. COc1cc(C(=O)NCc2ccc(C)cc2)cc(OC)c1OC
45. COc1cccc(/C=N/NC(=O)CSCc2ccccc2C)c1O
46. CCOc1ccc(NC(=O)CN(Cc2ccccc2)S(=O)(=O)c2ccc(OC)cc2)cc1
compound no. | 43 | 44 | 45 | 46
FBW7 act | -0.1 | 0.0 | -0.1 | 0.1
MITF primary | -9 | -3 | 17 | -4
TEAD-YAP inh | 8 | -2 | 10 | -1
GPR151 activ | -0.8 | 0.8 | 0.2 | -1.1

(continued)
# | mol | FBW7 act | MITF primary | TEAD-YAP inh | GPR151 activ
61 | CCCC(C)C(=O)Nc1ccc(S(=O)(=O)Nc2nccc(C)n2)cc1 (stereo unspecified) | 0.1 | -15 | -3 | 0.9
62 | CCCNS(=O)(=O)c1ccc(OC)c(Br)c1 | -0.1 | -1 | -3 | 0.4
63 | Cn1c(=NC(=O)c2ccc([N+](=O)[O-])o2)sc2ccccc21 | 0.1 | 6 | -30 | 2.3
64 | CN(CCC#N)C(=O)c1cnn2c(C(F)(F)F)cc(-c3ccco3)nc12 | 0.0 | -5 | -10 | -0.4
65 | CC(C)(C)NC(=O)C1CCN(C(=O)c2ccc(Br)cc2)CC1 | 0.3 | 16 | 8 | 0.8
66 | COCCn1c(C)cc(C(=O)COC(=O)c2ccc(I)cc2)c1C | -0.1 | -2 | 0 | -0.2
67 | CCNc1cc(N2CCN(S(=O)(=O)c3ccc(Cl)s3)CC2)ccc1[N+](=O)[O-] | 0.1 | 10 | 4 | -0.1
68 | COc1ccc(NC(=O)CN2C(=O)c3ccccc3C2=O)cc1O | 0.0 | 9 | 1 | 0.5
69 | COC(=O)c1c(C)[nH]c(C(=O)C(C)Sc2nnc(NCc3ccccc3)s2)c1C (stereo unspecified) | 0.4 | 23 | -2 | -1.8
70 | O=C(NCCC(c1ccccc1)c1ccccc1)c1cc2c(=O)n3ccccc3nc2s1 | 0.0 | 3 | -11 | -0.6
71 | O=C1CC(c2ccc(Cl)cc2)CC2=C1C(c1ccc(C(F)(F)F)cc1)Nc1ccccc1N2 (stereo unspecified) | 1.2 | 12 | 3 | -0.5
72 | O=C(O)c1ccccc1C(O)c1ccccc1 (stereo unspecified) | 0.1 | 1 | -8 | -1.0
73 | NS(=O)(=O)c1ccc(NC(=O)CN(Cc2ccccc2)Cc2ccccc2)cc1 | 0.9 | 8 | 4 | -1.2
74 | CCOC(=O)c1sc(N2C(=O)c3ccccc3C2=O)c(C#N)c1C | -0.1 | -9 | 12 | -0.7
75 | CCN(CC(=O)Nc1ccccc1C(F)(F)F)S(=O)(=O)c1ccc(Cl)cc1 | 0.2 | 15 | 16 | 0.8
76 | Cc1ccc(C)c(NC(=O)C(Cc2c[nH]c3ccccc23)NC(=O)OCc2ccccc2)c1 (stereo unspecified) | -0.1 | 7 | 14 | 0.5
77 | COC(=O)c1ccc(COC(=O)c2ccc([N+](=O)[O-])c(C)c2)cc1 | -0.1 | 2 | -7 | -1.1
78 | COc1ccc(CNCC(O)CO)cc1OC (stereo unspecified) | -0.2 | 32 | -5 | -0.9
79 | O=C1CSC(c2ccc(F)cc2)N1c1ccc(Oc2ccc3ccccc3c2Cl)c(Cl)c1 (stereo unspecified) | -0.1 | -3 | -11 | 1.7
80 | COc1ccc(CCNC(=O)c2cnc(-c3csc4ccccc34)s2)cc1 | -0.2 | -3 | -5 | 2.1
81 | Cc1ccc(S(=O)(=O)N2CCCN(S(=O)(=O)c3ccc(C#N)cc3)CC2)cc1 | 0.2 | -11 | 5 | 0.0
82 | CC(=O)Nc1ccc(NC(=O)c2ccc(-c3cccc(C(C)=O)c3)s2)cc1 | -0.1 | 18 | -24 | -1.3

3 compounds already listed, arranged by SMILES length, descending:
# | mol | FBW7 act | MITF primary | TEAD-YAP inh | GPR151 activ
67 | CCNc1cc(N2CCN(S(=O)(=O)c3ccc(Cl)s3)CC2)ccc1[N+](=O)[O-] | 0.1 | 10 | 4 | -0.1
82 | CC(=O)Nc1ccc(NC(=O)c2ccc(-c3cccc(C(C)=O)c3)s2)cc1 | -0.1 | 18 | -24 | -1.3
78 | COc1ccc(CNCC(O)CO)cc1OC (stereo unspecified) | -0.2 | 32 | -5 | -0.9
